Screens: PubChem BioAssay, several laboratories
XIAP displacement – XIAP antagonists, biochemical, IAP family, fluorescence polarization (AID 1018); XIAP BIR domain, fluorescence polarization peptide displacement; higher % means a stronger effect; displacement, % at 20 µM, or IC50 in µM where a hit was titrated; actives 0.007% (n = 200,000); in the data active means displacement above about 50%; further: a part of the inactive calls stands beside numbers as strong as those of hits
human PMI inhibitors – MPI inhibition at elevated mannose 6-phosphate – biochemical, fluorescence intensity, high mannose 6-phosphate, primary screen (AID 1220); recombinant PMI enzyme, coupled fluorescence intensity; higher % means a stronger effect; inhibition, % at 20 µM; hits with a dose series show IC50 in µM; actives 0.66% (n = 190,000)
K1F lysis inhibition – protection from phage-mediated lysis, alamar blue read-out – E. coli UTI89, K1F phage, bacterial capsule biogenesis inhibitors (AID 488966); E. coli UTI89 K1F phage lysis, alamar blue, 2 h; higher % means a stronger effect; one-dose inhibition, % at 100 µM; IC50 in µM for titrated hits; actives 0.02% (n = 340,000);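 active means phage lysis inhibition, versus mean bacterial control, above a set limit; inconclusive means no clear call, values can overlap the other calls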;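 further: capsule biogenesis inhibitors block K1F phage lysis so surviving cells raise fluorescence; higher fluorescence means more inhibition of phage lysis; actives were called in the ten point dose series up to 300 µM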
M17LAP inhibition – P. falciparum M17LAP inhibitors, primary screen, biochemical, fluorogenic H-Leu-NHMec substrate, 1536-well (AID 1619) | recombinant M17LAP, H-Leu-NHMec fluorogenic kinetic assay; higher % means a stronger effect | one-dose inhibition, % at 30 µM; IC50 in µM for titrated hits | actives 0.38% (n = 220,000);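 active means compound inhibiting the enzyme by more than half at any dose during confirmatory dose-response retesting; inconclusive means strong single-dose inhibitors picked by rank but not retested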;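 further: plate controls were full reaction with DMSO carrier for no effect and no enzyme background for full effect; strong numbers were not always called active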
human PMI inhibition – MPI enzyme activity inhibition – biochemical, fluorescence intensity, coupled assay, primary screen (AID 1209); purified PMI enzyme, coupled fluorescence intensity; higher % means a stronger effect; inhibition, % at 20 µM, or IC50 in µM where a hit was titrated; actives 0.42% (n = 190,000);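 further: plate controls were DMSO vehicle for no effect and wells lacking substrate for full effect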
M1AAP inhibition – malaria alanyl aminopeptidase activity blockers – biochemical, fluorogenic H-Leu-NHMec substrate, 1536-well (AID 1445); recombinant M1AAP, H-Leu-NHMec fluorogenic kinetic assay; higher % means a stronger effect; inhibition, % at 30 µM, or IC50 in µM where a hit was titrated; actives 0.42% (n = 220,000);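 active means primary inhibition above the hit cutoff, then over 50% inhibition at one or more dose response concentrations, cut at about 23% in these data, passing the limit was not always enough; inconclusive means conflicting primary data, or primary hits not chosen for dose response; inactive means low primary inhibition, or under 50% at every dose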;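 further: plate controls were DMSO full reaction for no effect and no enzyme background for full effect; strong numbers were not always called active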
Hep lipid drop – hepatic lipid droplet formation modulation. actives 0.4% (n = 240,000). AML12 mouse hepatocytes, oleate lipid droplets, BODIPY imaging. inhibition, % at 6.5 µM. AID 1656;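 active means lipid droplet intensity inhibited by at least 50%, with more than 500 cells counted; inconclusive means wells with under 300 cells, treated as cytotoxic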
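System: AML12 hepatocytes (mouse). Probe or stimulus: oleic acid at 100 µM to induce lipid droplet formation. Times: overnight treatment with compound plus oleate. Detection: Image-based BODIPY and DAPI two-channel analysis. Evaluation: percent inhibition of filter-corrected integrated lipid droplet intensity per well.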
TNAP activators – stimulation of alkaline phosphatase TNAP activity – biochemical, luminescent, no phosphate acceptor, uHTS, primary screen (AID 1001); purified TNAP, luminescent activation assay, no phosphate acceptor; higher activation fold means a stronger effect; activation fold at 20 µM; hits with a dose series show EC50 in µM; actives 0.03% (n = 200,000); in the data active means activation fold from about 3, or a potency from the dose series; inactive means the rest, 99 in 100 with activation fold below about 1.6; further: many of its hits are not listed in these tables
SIAH1 antagonists – blockers of Siah-1 interaction with plectin peptide – biochemical, fluorescence polarization, rhodamine-plectin, uHTS, primary screen (AID 1817) | Siah-1 / rhodamine-plectin peptide fluorescence polarization; higher % means a stronger effect | displacement, % at 20 µM; hits with a dose series show IC50 in µM | actives 0.02% (n = 290,000);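 active means displacement of at least 50% at 20 µM, with a fluorescence ratio check between 0.3 and a set limit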;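 further: plate controls were Siah plus tracer with DMSO for no effect and tracer alone without Siah for full effect; strong numbers were not always called active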
Hep lipid drop cells 6.5 µM – also measured in Hep lipid drop; calls as there; cell count; measured here: cell count, cytotoxicity flag;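 cells counted across two imaged fields per well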
Numbers without * were called inactive; i = inactive; ? = inconclusive; · = not tested or not shown; [ ] = remark or other dose. Unless noted, no stated cut-off is given here; in the data, active means inhibition above about 50%; inactive means the rest. Compounds were not picked by outcome; about 1.9% have a hit in one of these screens.

smiles	XIAP displacement	human PMI inhibitors	K1F lysis inhibition	M17LAP inhibition	human PMI inhibition	M1AAP inhibition	Hep lipid drop	Hep lipid drop cells 6.5 µM	TNAP activators	SIAH1 antagonists
Cc1ccc(C(C)C)cc1OCCCCN1CCCC1	-10%	-9%	1.1%[50 µM]	8%	-16%	4%	2	677	1.1	1%
C/C=C/c1ccc(OCC(=O)Nc2ccc(OC)c(OC)c2)c(OC)c1	-23%	10%	-0.1%	-1%	1%	2%	-1	664	1.1	4%
CCSc1nnc(NC(=O)c2ccc(Br)s2)s1	4.5%	8%	0.0%	7%	7%	8%	-8	752	1.1	5%
CCOC(=O)C1CCN(C(=O)/C=C/c2cccs2)CC1	-3.8%	-1%	-0.4%	26%	-5%	6%	-3	710	2	1%
O=C(O)c1ccc(N2C(=O)CCCC2=O)cc1	·	·	-0.2%	9%	·	-1%	14	781	·	-2%
CCOC(=O)N(NC(=O)C(O)(c1ccccc1)c1ccccc1)c1ccccc1	-14%	16%	2.6%	4%	20%	0%	-7	493	1.1	0%
CCOc1cccc2sc(NC(=O)CC)nc12	-2.4%	-6%	0.2%	-11%	-4%	0%	24	815	1.2	-1%
COCCNC(=O)c1onc(CSc2cc(C)cc(C)c2)c1C(=O)O	-3.4%	-7%	1.2%	4%	1%	-3%	·	·	1.1	3%
S=c1[nH]nc(-c2ccco2)n1/N=C/c1cccc(Cl)c1Cl	-2.9%	-5%	1.2%	2%	8%	?	-4	690	0.8	17%
O=C(CSc1nc2ccccc2s1)N1c2ccccc2Sc2ccc(Cl)cc21	-1.9%	-8%	2.4%	-14%	-4%	-10%	·	·	1.1	1%
CCCCOCCCNC(=O)N[C@@H](CCSC)C(=O)OC	1.2%	-4%	-0.9%	-14%	-10%	-4%	·	·	1.1	5%
O=C(CN1CCN(Cc2ccccc2)CC1)Nc1ccc(N2CCOCC2)cc1	-0.9%	-5%	-0.9%	6%	-10%	5%	0	701	1.1	-8%
COC(=O)Cc1nnc(NC(=O)c2ccccc2)s1	-6.2%	21%	0.8%	1%	16%	-1%	·	·	1.1	2%
C=CCOc1ccc(CNCCc2ccc(S(N)(=O)=O)cc2)cc1	-2.9%	-16%	-0.2%	-1%	-23%	-2%	-8	708	1.1	-2%
Cc1ccccc1N(CC(=O)N/N=C/c1ccc(N(C)C)cc1)C(=O)c1ccccc1	-29%	9%	3.9%	12%	23%	16%	14	803	1	-5%
CCOCCOc1nc(C)cc(C)c1S(=O)(=O)c1ccccc1C	-4.5%	-12%	0.1%	1%	-10%	5%	-20	720	1.1	8%
CC(=O)c1ccc(N2CCN(C(=O)c3ccco3)C(C)C2)c(F)c1 (stereo not given)	-0.2%	13%	0.5%	12%	18%	6%	0	637	1.1	2%
CC(C)(C)c1nc(CN2CCOCC2)ccc1O	-6.4%	-20%	2.0%	-1%	-17%	3%	-14	669	0.9	-6%
CCOC(=O)c1c(C2COc3ccccc3O2)csc1N (stereo not given)	-3.8%	16%	4.8%	-4%	20%	-3%	·	·	1	0%
COc1ccc(OC)c(N(CC(=O)Nc2ccc3c(c2)OCO3)S(=O)(=O)c2ccccc2)c1	-3.6%	14%	0.1%	-11%	17%	14%	-3	673	1.1	-3%
O=C(Nc1ccccc1)Nc1ccncc1	-7.2%	8%	-0.2%	4%	1%	-9%	10	711	1.1	-2%
CCc1ccc2oc(=O)cc(CN3CCC(C)CC3)c2c1	5.0%	3%	0.3%	-2%	-11%	2%	·	·	1	-3%
CCOC(=O)c1ccc(N=Cc2nc(-c3ccccc3)oc2OC(C)=O)cc1	-3.1%	-1%	0.0%	-1%	5%	4%	0	725	1.1	0%
CN(C)/C=N/c1nc2nccc(-c3ccccc3)n2n1	-5.3%	-10%	0.1%	18%	-13%	?	-6	710	1.1	-3%
CC(=O)c1cnc2c(-c3ccc(Cl)cc3)cnn2c1C	-5.2%	-8%	1.4%	6%	-1%	0%	31	766	1.1	5%
FC(F)(F)c1cccc(OCCOCCn2cncn2)c1	1.4%	-3%	0.7%	10%	4%	-3%	8	660	1.2	5%
O=S1(=O)N=C(N2CCN(Cc3ccc4c(c3)OCO4)CC2)c2ccccc21	-1.8%	12%	-0.2%	6%	13%	-8%	-7	773	1	-4%
CC(C)(C)NC(=S)NC(=O)C12CCC3CC(CC(C3)C1)C2	-7.7%	-4%	0.0%	-1%	-2%	6%	15	691	1.1	-3%
COC(=O)C1=C(C)C(c2ccc(OC)cc2)NC(=S)N1 (stereo not given)	0.0%	-1%	0.5%	12%	-10%	-2%	·	·	1.1	-2%
CCOC(=O)c1c(C)[nH]c(O)c1C=Nc1ccc(C(F)(F)F)cc1	0.7%	-26%	0.2%	6%	-10%	11%	·	·	1	0%
CC1CCN(S(=O)(=O)c2ccc(S(=O)(=O)N3CCN4CCCC4C3)cc2)CC1 (stereo not given)	-0.2%	0%	·	·	-11%	·	·	·	1.1	2%
CCOC(=O)C1=C(C)NC(=O)NC1c1cc2c(cc1Br)OCO2 (stereo not given)	-7.0%	7%	0.6%	-6%	-3%	6%	-88	758	1.1	1%
Cc1ccc(C(=O)N/N=C/c2nc3ccccc3n2C)cc1	-17%	22%	-0.5%	5%	20%	10%	·	·	0.8	0%
Cc1ccc(NC(=O)c2ccc(COc3ccc4c(c3)CCC4)cc2)c(C)c1	-4.9%	4%	4.3%	5%	2%	-3%	6	631	1.1	-1%
CN(C)S(=O)(=O)c1ccc(C(=O)OCc2ccc([N+](=O)[O-])cc2)cc1	-5.2%	-5%	0.6%	-15%	-9%	4%	2	671	1	4%
C(=N\c1nc2ccccc2n1Cc1ccccc1)/c1cccs1	-3.2%	5%	-0.3%[50 µM]	2%	1%	8%	·	·	1.1	4%
O=C(c1ccc(CS(=O)(=O)c2c(Cl)cccc2Cl)o1)N1CCCC1	-8.7%	-5%	-0.8%	3%	-4%	6%	·	·	1	0%
CCOc1ccccc1C1CC(c2ccc(Cl)cc2)Nc2nc(N)nn21 (stereo not given)	-1.0%	10%	1.4%	-5%	10%	-1%	·	·	1	-2%
Cc1ccnc(NS(=O)(=O)c2ccc(NC(=O)C3CCCCC3C(=O)O)cc2)n1 (stereo not given)	-6.4%	3%	0.7%	0%	7%	5%	·	·	1.2	3%
CC1CC(C)CN(S(=O)(=O)c2ccc(C(=O)OCC(=O)NCCN3C(=O)CSC3=O)cc2)C1 (stereo not given)	-6.4%	-2%	0.0%	-4%	-5%	2%	8	740	1.2	2%
OC(c1ccccc1)C(CN1CCOCC1)c1ccccc1 (stereo not given)	·	·	0.2%	-6%	·	0%	22	815	·	7%
COc1ccc(CNN2CCCCC2C(=O)Nc2ccc(OC)c(OCC(C)C)c2)cc1OC (stereo not given)	·	·	-1.0%[50 µM]	3%	·	1%	-1	625	·	4%
CCc1cccc(NC(=O)C2CCCN(S(=O)(=O)c3c(C)[nH]c(=O)[nH]c3=O)C2)c1 (stereo not given)	-5.0%	2%	0.1%	19%	7%	3%	18	784	1	-2%
O=C1N=c2ccccc2=C1c1sc(NS(=O)(=O)Cc2ccccc2)nc1O	·	·	-0.2%	27µM*	·	17µM*	-8	717	·	9%
CC1(C)Cc2cccc(OCC(=O)Nc3cc(C(F)(F)F)ccc3N3CCOCC3)c2O1	-11%	3%	7.7%	6%	11%	7%	-3	801	1.1	-2%
NS(=O)(=O)c1ccc(CCNC(=O)CSc2nc3ccsc3c(=O)n2CC2CCC(C(=O)O)CC2)cc1 (stereo not given)	-3.2%	-8%	-0.1%	21%	-11%	21%	-29	673	1	-4%
NC(=O)c1c(C(F)(F)F)cc(-c2ccccc2)nc1NCCO	-6.5%	11%	-0.2%	-46%	15%	0%	2	750	1	-2%
N#C/C(C(=O)NCc1ccccc1)=C1/N=C(NC(=O)c2ccco2)c2ccccc21	·	·	0.4%	2%	·	7%	-27	699	·	2%
O=[N+]([O-])c1ccccc1CSc1nnc2ccccn12	-7.0%	5%	0.5%	4%	5%	0%	-1	723	1	4%
O=C(c1cccs1)N1N=C(c2ccccc2)CC1c1ccccc1O (stereo not given)	-6.3%	-4%	-1.2%	-5%	9%	9%	3	703	1.1	8%

New compounds follow
smiles	XIAP displacement	human PMI inhibitors	K1F lysis inhibition	M17LAP inhibition	human PMI inhibition	M1AAP inhibition	Hep lipid drop	Hep lipid drop cells 6.5 µM	TNAP activators	SIAH1 antagonists
COCCN1Cc2cccc(C(=O)NCc3cccnc3)c2C1=O	1.3%	5%	-0.6%	2%	2%	2%	·	·	1.1	1%
CCN(C(=O)CN1C(=S)NC(C)(C)CC1C)c1ccc(C)c(C)c1 (stereo not given)	-13%	5%	0.1%	1%	5%	1%	3	653	1	0%
Cc1ccc(S(=O)(=O)CCSc2nc(C)cc(C(F)(F)F)c2C#N)cc1	-8.2%	-11%	0.7%	5%	-15%	0%	-26	641	1	-6%
Cc1ccc(C)c(S(=O)(=O)Nc2ccc(O)c(C(=O)O)c2)c1	-7.0%	3%	1.9%	-9%	-5%	-1%	3	653	1	4%
COc1cccc(-c2noc(CCCC(=O)N3CCOCC3)n2)c1	-3.6%	-7%	0.0%	-6%	-4%	-4%	25	657	1.1	3%
NC(=O)c1ccsc1NC(=O)c1cc(=O)c2ccccc2o1	-6.7%	-10%	-0.4%	-10%	-12%	3%	14	706	0.9	-11%
COc1ccc(-n2nnc3c(=O)n(Cc4ccccc4C)cnc32)cc1	-1.6%	1%	-0.9%	3%	-3%	-1%	·	·	1.1	-1%
Cc1cccc(C(=O)Nc2sc(-c3ccccc3)cc2C(=O)O)c1	·	·	i	-7%	·	13%	5	696	·	-2%
COc1cc2c(cc1OC)C(C(=O)N1CCCC1)C(c1ccccc1F)N(C)C2=O (stereo not given)	-5.5%	4%	0.4%	-1%	9%	0%	-14	738	1.1	0%
COc1ccccc1N1CCN(S(=O)(=O)c2ccc3c4c(cccc24)C(=O)N3C)CC1	-3.5%	12%	·	6%	9%	10%	-24	682	1.1	4%
C=CCOc1c(CNn2nnnc2N)cccc1OC	-9.5%	-16%	4.9%	1%	-12%	3%	-2	703	1.1	-8%
